# GSTO1 counter = blocks human GSTO1 in RBBP9 counter-screen. P78417. AID 1974. recombinant GSTO1, activity-based probe fluorescence polarization. inhibition, % at 5.96 µM. actives 1.1% (n = 300,000);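 active = inhibition above the campaign mean inhibition plus 3 SD, cut at about 35% in these data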;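 note: 0% = GSTO1-1 with DMSO and 100% = wells lacking GSTO1-1 enzyme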
# LYPLA2 inh = counter-screen for PME1 inhibitors: inhibitors of human LYPLA2; actives 0.38% (n = 320,000); O95372; recombinant LYPLA2, FP-Rh probe fluorescence polarization; inhibition, % at 5.9 µM;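 active = inhibition above the screen-wide mean plus 3 SD, limit set per campaign, cut at about 26% in these data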;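 note: 0% = LYPLA2 with DMSO and 100% = wells lacking LYPLA2 enzyme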
# Target sequence (O95372 whole entry, looked up): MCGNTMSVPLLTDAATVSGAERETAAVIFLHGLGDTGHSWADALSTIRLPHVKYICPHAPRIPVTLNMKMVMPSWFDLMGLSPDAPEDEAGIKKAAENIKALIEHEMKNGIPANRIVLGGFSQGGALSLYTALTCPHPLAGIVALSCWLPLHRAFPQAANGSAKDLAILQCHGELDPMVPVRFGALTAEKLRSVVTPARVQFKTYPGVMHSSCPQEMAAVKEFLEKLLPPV
# ZTA counter = ZTA (EBV) inhibition in EBNA-1 counter-screen. AID 2234. inhibition, % at 11 µM. ZTA-DNA binding, fluorescence polarization. actives 0.15% (n = 320,000); in the data active = inhibition above about 33%
# EBNA-1 inh = blocks EBNA-1 binding to DNA; EBNA-1 DNA binding, fluorescence polarization; inhibition, % at 14.8 µM; actives 0.34% (n = 300,000); AID 1950; in the data active = inhibition above about 28%
# PREPL inhibitor = inhibitors of human prolyl oligopeptidase-like enzyme PREPL. Q4J6C6. recombinant PREPL, fluorescence polarization activity-based probe. inhibition, % at 5.96 µM. actives 0.68% (n = 320,000). AID 2751; in the data active = inhibition above about 43%;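 note: 0% = enzyme with DMSO and 100% = wells lacking enzyme; many of its hits are not listed in these tables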
# PAFAH2 FP inh = PAFAH2 (human) inhibition; Q99487; recombinant PAFAH2, FP-rhodamine activity probe, fluorescence polarization; inhibition, % at 3.39 µM; actives 0.99% (n = 340,000); AID 492956;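 active = inhibition above the mean over all tested compounds plus 3 SD, cut at about 30% in these data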;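 note: inhibitors block probe labeling of enzyme so polarization drops; 0% = enzyme with DMSO and 100% = wells lacking PAFAH2 protein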
# LYPLA1 inh = LYPLA1 (human) inhibition in PME1 counter-screen; recombinant LYPLA1, FP-Rh probe fluorescence polarization; inhibition, % at 5.9 µM; actives 0.16% (n = 320,000); AID 2174;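 active = inhibition above the mean of all tested compounds plus 3 SD, set per campaign, cut at about 14% in these data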;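 note: inhibitors block serine hydrolase probe labeling of LYPLA1 so polarization falls; 0% = enzyme with DMSO and 100% = wells lacking LYPLA1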
# Target sequence (O75608 whole entry, looked up): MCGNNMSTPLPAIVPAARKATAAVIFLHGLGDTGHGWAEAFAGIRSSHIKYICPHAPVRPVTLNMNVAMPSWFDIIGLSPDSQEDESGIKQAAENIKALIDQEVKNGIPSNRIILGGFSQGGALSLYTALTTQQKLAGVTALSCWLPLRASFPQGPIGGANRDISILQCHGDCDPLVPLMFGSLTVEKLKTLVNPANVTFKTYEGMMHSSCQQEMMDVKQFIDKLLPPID
# PAD4 inh = PAD4 (human) enzyme inhibition; inhibition, % at 6.36 µM; recombinant PAD4, RCA probe fluorescence polarization; actives 0.41% (n = 330,000);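 active = percent inhibition above a cutoff equal to the mean of all tested compounds plus 3 SD, cut at about 15% in these data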;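 note: 0% = PAD4 with RCA probe and DMSO and 100% = probe without PAD4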
# Target sequence (Q9UM07 whole entry, looked up): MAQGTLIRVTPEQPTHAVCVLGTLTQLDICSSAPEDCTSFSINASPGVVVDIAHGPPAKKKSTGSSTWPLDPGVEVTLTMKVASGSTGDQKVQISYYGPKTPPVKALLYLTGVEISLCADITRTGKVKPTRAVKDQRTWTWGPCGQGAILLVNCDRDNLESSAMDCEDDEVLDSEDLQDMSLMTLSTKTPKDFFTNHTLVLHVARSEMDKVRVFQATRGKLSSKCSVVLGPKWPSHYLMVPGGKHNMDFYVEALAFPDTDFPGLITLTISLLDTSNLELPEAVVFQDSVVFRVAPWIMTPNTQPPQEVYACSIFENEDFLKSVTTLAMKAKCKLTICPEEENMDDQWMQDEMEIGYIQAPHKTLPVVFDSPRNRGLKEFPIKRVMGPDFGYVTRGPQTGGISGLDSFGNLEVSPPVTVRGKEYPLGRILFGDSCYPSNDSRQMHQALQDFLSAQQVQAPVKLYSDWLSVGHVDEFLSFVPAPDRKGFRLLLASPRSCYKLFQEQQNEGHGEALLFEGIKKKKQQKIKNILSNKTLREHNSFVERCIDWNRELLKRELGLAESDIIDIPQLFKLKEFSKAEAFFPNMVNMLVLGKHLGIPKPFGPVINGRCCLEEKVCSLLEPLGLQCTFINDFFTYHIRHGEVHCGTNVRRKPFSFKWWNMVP
# PAFAH1B3 inh = PAFAH1B3 (human) inhibition. Q15102. recombinant PAFAH1B3, FP-rhodamine probe, fluorescence polarization. inhibition, % at 3.39 µM. actives 0.28% (n = 340,000). AID 492972;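 active = inhibition above the screen-wide average of all tested compounds plus 3 SD, cut at about 25% in these data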;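 note: 0% = enzyme with DMSO only and 100% = wells lacking PAFAH1B3 protein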
# Active calls of the source: *; nt = no result given. Some of the compounds tested (hit frequency here may not be typical).
[1] COC(=O)[C@]12C(=O)NC[C@H](CN1c1ccc(C(F)(F)F)cc1)N2C
[2] CC(C)(C(N)=O)N1CCN(c2ncc(C(F)(F)F)cc2Cl)CC1
[3] COc1cccc2cc(CC(=O)c3ccc(C)c(C)c3)c(=O)oc12
[4] O=C(c1ccc2nc(Cc3cccc(Cl)c3)oc2c1)N1CCOCC1
[5] Cc1ccc(SCc2nc3ncccn3c2Br)cc1
[6] COc1cc(OC)c(-c2nnc3n(CCc4ccccc4)c(=O)c4ccccc4n23)cc1OC
screen / no.	1	2	3	4	5	6
GSTO1 counter	nt	2	-2	3	-1	-1
LYPLA2 inh	nt	3	-2	2	5	4
ZTA counter	nt	12	2	1	-4	-5
EBNA-1 inh	nt	15	9	2	1	-4
PREPL inhibitor	3	4	17	29	-6	25
PAFAH2 FP inh	6	7	0	2	nt	nt
LYPLA1 inh	nt	7	-3	2	-2	1
PAD4 inh	-2	3	4	-8	-1	-4
PAFAH1B3 inh	-5	-2	1	12	nt	nt

[7] CC(=O)c1cccc(NC(=O)Nc2nc(C)cc(C)n2)c1
[8] Clc1cccc(N2CCN(Cc3nc(-c4ccccc4)no3)CC2)c1
[9] COc1ccc(OCc2ccc(C(=O)NN)cc2)cc1
[10] Cc1sc2nc(N)sc2c1C
[11] COc1cc(C(O)c2nc3ccccc3n2C)cc(OC)c1OC (stereo not drawn)
[12] COc1ccc(C(=O)NC2(C(F)(F)F)NC(=O)N(CCCc3ccccc3)C2=O)c(OC)c1OC (stereo not drawn)
screen / no.	7	8	9	10	11	12
GSTO1 counter	-3	-2	-1	0	-4	-5
LYPLA2 inh	2	4	8	-1	7	0
ZTA counter	-2	-7	12	7	6	1
EBNA-1 inh	-13	2	8	-2	-14	4
PREPL inhibitor	11	19	-11	-4	1	19
PAFAH2 FP inh	1	-2	1	5	-7	5
LYPLA1 inh	2	-2	1	-5	-1	-5
PAD4 inh	-4	-2	2	-3	-4	-5
PAFAH1B3 inh	4	2	-2	4	3	4

[13] Cc1ccc(-c2ccc(C(=O)NCc3ccc(Cl)cc3)o2)c2ccccc12
[14] COCCNC(=O)/C(C#N)=C/c1ccc(-c2ccc(OC)cc2[N+](=O)[O-])o1
[15] Fc1ccc(Br)cc1C1C=C(c2ccc(Br)cc2)Nc2ncnn21 (stereo not drawn)
[16] O=C1N(C2CCCC2)C[C@@H]2C[C@@H](c3cccn3-c3nccs3)N3CCC[C@@]123
[17] Cc1ccc([N+](=O)[O-])cc1S(=O)(=O)Nc1ccc(C(=O)NCc2ccccn2)cc1
[18] COc1ccccc1OCC(=O)NN1Cc2ccccc2C1=N
screen / no.	13	14	15	16	17	18
GSTO1 counter	-1	15	1	3	-8	2
LYPLA2 inh	-22	5	-4	4	-6	4
ZTA counter	11	-5	4	-8	-1	14
EBNA-1 inh	-1	13	-4	0	-7	18
PREPL inhibitor	-18	10	-70	2	12	16
PAFAH2 FP inh	-16	9	-7	-2	3	3
LYPLA1 inh	-11	1	-2	1	-2	1
PAD4 inh	-5	-8	0	2	-10	14
PAFAH1B3 inh	-5	-4	-6	3	10	4

[19] O=C(O)C(Cc1ccccc1)N1C(=O)c2c(Cl)c(Cl)c(Cl)c(Cl)c2C1=O (stereo not drawn)
[20] CCOc1ccccc1NC(=O)CSc1ncnc2c1oc1ccccc12
[21] CC(C)(C)NCC(O)c1cc(O)cc(O)c1 (stereo not drawn)
[22] Cc1cc(C)n2cc(CSc3nnnn3-c3ccccc3C)nc2n1
[23] C=CCc1ccc(OCCOc2cccc3cccnc23)c(OC)c1
[24] CC(C)(C)Oc1ccccc1Nc1nc(NCCO)nc(N2CCCC2)n1
screen / no.	19	20	21	22	23	24
GSTO1 counter	18	3	3	1	2	4
LYPLA2 inh	6	3	9	-2	2	-1
ZTA counter	3	-21	1	6	-1	3
EBNA-1 inh	-5	-4	-1	-4	3	1
PREPL inhibitor	-5	6	-10	9	-1	3
PAFAH2 FP inh	32*	-2	3	0	5	9
LYPLA1 inh	1	-11	3	-1	5	-3
PAD4 inh	-7	-4	-4	1	-6	1
PAFAH1B3 inh	-3	7	1	7	0	14

[25] O=C(Oc1cc(-c2ccccc2)no1)c1ccc(Cl)cc1
[26] Cc1ccc(C(=O)NNC(=O)c2cccc(S(=O)(=O)N3CCN(c4ccccc4)CC3)c2)cc1
[27] CCCCC(Sc1nc(N)c(NC(=O)c2ccc(OCC)cc2)c(=O)[nH]1)C(=O)O (stereo not drawn)
[28] Cc1ccc(C)c(C(=O)CSc2nc(N)cc(=O)[nH]2)c1
[29] COCCCNC(=S)NNC(=O)C(O)(c1ccccc1)c1ccccc1
[30] COc1ccc(-c2cc3c(=O)n(CC(=O)Nc4ccc(Cl)cc4)nc(C)n3n2)cc1
screen / no.	25	26	27	28	29	30
GSTO1 counter	4	1	7	8	11	-2
LYPLA2 inh	3	2	0	1	10	2
ZTA counter	17	0	-28	6	6	-5
EBNA-1 inh	6	3	2	-8	0	1
PREPL inhibitor	3	-12	15	8	11	12
PAFAH2 FP inh	-3	6	18	-12	6	2
LYPLA1 inh	-1	0	0	1	2	-2
PAD4 inh	-3	0	-1	-1	-6	-3
PAFAH1B3 inh	5	6	3	8	7	4

[31] O=C(c1ccco1)N1CCN(S(=O)(=O)c2ccc3[nH]c(=O)oc3c2)CC1
[32] Cc1ccc(-n2c(SCC(=O)Nc3cccc(S(=O)(=O)NC4=NCCCCC4)c3)nc3ccccc3c2=O)cc1
[33] O=C1c2ccccc2C(=O)N1Cc1ccccc1F
[34] CCCCCC1CC(/C(C)=N/NC(N)=O)OC1=O (stereo not drawn)
[35] CCCCSc1nc(C)cc(NC(=S)Nc2ccc(OC)cc2)n1
[36] CC(O)[C@H]1CN=C(N)N1CC(C)(C)C (stereo partly drawn)
screen / no.	31	32	33	34	35	36
GSTO1 counter	2	-5	10	5	-9	2
LYPLA2 inh	-1	-18	3	2	0	6
ZTA counter	-14	4	-5	-4	3	12
EBNA-1 inh	2	4	-5	5	5	2
PREPL inhibitor	-1	-6	-9	4	5	-9
PAFAH2 FP inh	0	-11	3	9	-8	0
LYPLA1 inh	0	-10	-1	2	-6	1
PAD4 inh	2	2	-3	-1	-3	3
PAFAH1B3 inh	-1	4	7	0	-10	16

[37] COc1ccc(NCN2C(=O)CCC2=O)cc1
[38] O=C(CCc1ccccc1)Nc1ccccc1C(=O)NCc1ccco1
[39] COc1ccc(Cc2nc(-c3ccccn3)no2)cc1OC
[40] CC1(C)CC(=O)C2=C(C1)OC(N)=C(C#N)C2c1ccc[nH]1 (stereo not drawn)
[41] Cn1cccc1Cc1nnc(SCC(=O)Nc2ccc(Cl)cc2)n1-c1ccc(F)cc1
[42] COc1cc(NC(=O)C2CC2C)c(C(=O)O)cc1OC (stereo not drawn)
screen / no.	37	38	39	40	41	42
GSTO1 counter	4	-1	3	11	6	-8
LYPLA2 inh	7	7	-3	-3	-2	-4
ZTA counter	-18	17	0	5	11	-4
EBNA-1 inh	-6	-20	-1	-14	7	1
PREPL inhibitor	0	-4	4	21	19	6
PAFAH2 FP inh	2	30*	4	11	-2	1
LYPLA1 inh	2	3	-2	-4	-2	1
PAD4 inh	0	-8	-2	0	2	1
PAFAH1B3 inh	-1	5	4	9	3	6

[43] C=CCNC(=S)N1CCN(Cc2ccccc2)CC1
[44] CCOc1ccc(C=NNc2ccc(S(=O)(=O)Nc3ccccc3C(=O)O)cc2[N+](=O)[O-])cc1
[45] CCCCCN(C(=O)CCC(=O)OCc1ccc(C(C)(C)C)cc1)c1c(N)n(CCCC)c(=O)[nH]c1=O
[46] COc1ccc(C(=O)NCc2c(C)nn(Cc3ccccc3)c2C)cc1S(=O)(=O)N1CCOCC1
[47] CC(C)(C)OC(=O)N1CC(O)CC1C(=O)OCC(=O)c1ccc(-c2ccccc2)cc1 (stereo not drawn)
[48] CCn1c(SCC(=O)Nc2cccc(S(=O)(=O)N(C)c3ccccc3)c2)nnc1C1CC1
screen / no.	43	44	45	46	47	48
GSTO1 counter	14	nt	3	nt	10	nt
LYPLA2 inh	-1	nt	5	6	6	-5
ZTA counter	-23	nt	-5	5	1	1
EBNA-1 inh	-14	nt	-9	nt	7	nt
PREPL inhibitor	2	65*	1	6	17	12
PAFAH2 FP inh	4	21	-7	0	-2	0
LYPLA1 inh	-2	nt	4	-2	0	-5
PAD4 inh	-1	-4	-4	-3	-1	2
PAFAH1B3 inh	7	25	12	-1	2	9

[49] CCCCN(C(=O)c1cnccn1)c1c(N)n(CCC)c(=O)[nH]c1=O
[50] Cc1cc(NC(=O)C23CC4CC(CC(C4)C2)C3)n[nH]1
[51] COc1cccc(NC(=O)CSc2nc3ccccc3nc2N2CCCC2)c1
[52] COc1ccc(CCNC(=O)C2CC(=O)N(c3ccc(C)cc3)C2)cc1 (stereo not drawn)
[53] O=C(OCC(=O)N1CCN(c2ccccc2)CC1)c1ccc2ncsc2c1
[54] CC(=O)c1cc(-c2ccc(F)cc2)n(CCC(=O)NC(C)(C)C)c1C
screen / no.	49	50	51	52	53	54
GSTO1 counter	nt	17	-4	-1	2	4
LYPLA2 inh	nt	2	-9	1	4	-3
ZTA counter	nt	-15	6	6	-6	-8
EBNA-1 inh	nt	-13	-2	-1	-10	1
PREPL inhibitor	15	1	0	14	29	6
PAFAH2 FP inh	-8	5	-7	5	4	-1
LYPLA1 inh	nt	1	0	-1	-1	-2
PAD4 inh	-8	2	2	-5	2	0
PAFAH1B3 inh	3	6	4	-8	-1	3

[55] Cc1ccc(-c2cc(C(=O)Nc3ccccc3C(N)=O)c3ccccc3n2)o1
[56] Cc1ccc(N2C(=O)N(CC(=O)Nc3ccc([N+](=O)[O-])cc3)C(=O)C2C)cc1 (stereo not drawn)
[57] CC(C)c1cc(CN2CCN(C3CCCC3)C(CCO)C2)[nH]n1 (stereo not drawn)
[58] On1c(-c2ccccc2)nc2ncccc21
[59] CCOC(=O)c1cc(OC(=O)c2ccccc2Br)n(-c2ccccc2)n1
[60] COc1ccc(S(=O)(=O)CCc2nnc(NC(=O)c3cccs3)s2)cc1
screen / no.	55	56	57	58	59	60
GSTO1 counter	-5	0	4	1	11	8
LYPLA2 inh	-12	2	1	-11	-5	-3
ZTA counter	-5	3	-11	-3	0	5
EBNA-1 inh	5	-16	-9	0	6	-4
PREPL inhibitor	-2	12	15	0	1	0
PAFAH2 FP inh	nt	0	-9	-3	12	-10
LYPLA1 inh	-6	-3	0	-1	-4	2
PAD4 inh	1	-1	-1	-2	4	0
PAFAH1B3 inh	nt	7	5	12	1	8

# 5 consecutive records from above:
[56] Cc1ccc(N2C(=O)N(CC(=O)Nc3ccc([N+](=O)[O-])cc3)C(=O)C2C)cc1 (stereo not drawn)
[57] CC(C)c1cc(CN2CCN(C3CCCC3)C(CCO)C2)[nH]n1 (stereo not drawn)
[58] On1c(-c2ccccc2)nc2ncccc21
[59] CCOC(=O)c1cc(OC(=O)c2ccccc2Br)n(-c2ccccc2)n1
[60] COc1ccc(S(=O)(=O)CCc2nnc(NC(=O)c3cccs3)s2)cc1
screen / no.	56	57	58	59	60
GSTO1 counter	0	4	1	11	8
LYPLA2 inh	2	1	-11	-5	-3
ZTA counter	3	-11	-3	0	5
EBNA-1 inh	-16	-9	0	6	-4
PREPL inhibitor	12	15	0	1	0
PAFAH2 FP inh	0	-9	-3	12	-10
LYPLA1 inh	-3	0	-1	-4	2
PAD4 inh	-1	-1	-2	4	0
PAFAH1B3 inh	7	5	12	1	8

# (list continues)
[61] COc1cccc(C(=O)NCc2ccco2)c1
[62] Cc1ccc(C)c(N2CCN(S(=O)(=O)c3c(C)[nH]c(C)c3C(=O)N3CCCCC3)CC2)c1
[63] Cc1csc(N2CCc3ccccc32)n1
[64] O=C(CSc1nnc2ccccn12)NNC(=O)c1ccc(F)cc1
screen / no.	61	62	63	64
GSTO1 counter	-6	2	4	5
LYPLA2 inh	1	-1	6	-2
ZTA counter	-10	-5	-17	-20
EBNA-1 inh	-4	-2	5	-2
PREPL inhibitor	-7	18	6	-9
PAFAH2 FP inh	-5	-9	-2	-5
LYPLA1 inh	2	-1	5	2
PAD4 inh	-2	2	-1	-4
PAFAH1B3 inh	4	6	0	8
